# Screening results deposited in PubChem by National Center for Advancing Translational Sciences (NCATS).
# TRHR PAM: qHTS for Small Molecule Agonists and Allosteric Enhancers of Human TRH Receptor: Primary Screen for Enhancers. 360,000 tested, 0.66% active. enhancement, % at 2 µM. TRHR cells, fluo-8 calcium fluorescence, EC20 TRH enhancement. AID 493056, 2011; in the data active means enhancement above about 30%; further: 0% is about no effect
#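 TRHR-expressing cells loaded with fluo-8 calcium dye were read kinetically (ex 480/em 530) during compound addition, then stimulated with an EC20 of TRH (10 nM final). Enhancement of the Gq-mediated intracellular calcium response was scored.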
# D1 antagonist: Antagonist of Human D 1 Dopamine Receptor: qHTS; activity change, negative = inhibition, % at 10 µM; HEK293 TREx D1 cells, calcium flux, dopamine EC80; stronger effect = lower value; D(1A) dopamine receptor (Homo sapiens), P21728; 360,000 tested, 3.2% active; in the data active means activity change below about -30%; further: on the % scale 0 is the no-effect control and ±100 the full control effect
# Target sequence (P21728 whole entry, looked up): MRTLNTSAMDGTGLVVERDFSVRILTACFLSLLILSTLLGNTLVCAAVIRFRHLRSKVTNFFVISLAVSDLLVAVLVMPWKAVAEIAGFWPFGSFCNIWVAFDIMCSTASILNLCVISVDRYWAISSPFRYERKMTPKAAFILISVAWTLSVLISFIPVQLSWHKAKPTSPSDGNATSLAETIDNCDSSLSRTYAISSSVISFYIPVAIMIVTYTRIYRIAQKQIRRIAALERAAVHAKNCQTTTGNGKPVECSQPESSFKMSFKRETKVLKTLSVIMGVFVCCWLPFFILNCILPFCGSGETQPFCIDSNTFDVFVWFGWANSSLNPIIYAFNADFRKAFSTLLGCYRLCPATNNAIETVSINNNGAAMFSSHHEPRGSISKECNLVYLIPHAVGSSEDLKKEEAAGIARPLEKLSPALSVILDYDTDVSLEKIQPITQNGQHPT
#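 Inducible Hek293 Trex D1 cells (tetracycline, overnight, 30 C). Calcium dye 30–90 min RT. Antagonist mode: EC80 dopamine added after 180 s compound read.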
# D1 agonist: Allosteric Agonists of the Human D1 Dopamine Receptor: qHTS. activation, % at 2 µM. HEK293 T-REx D1 cells, calcium flux, agonist mode. 360,000 tested, 1% active. AID 504660, 2011; in the data active means activation above about 30%; further: 0% is about no effect
#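 Agonism was scored from calcium flux recorded over 180 s (1 read/s) after pintool compound addition, following a 10-cycle baseline. Cells were inducible force-coupled HEK293 TREx D1, plated overnight at 30 C and loaded with no-wash calcium dye.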
# D1 potentiator: Potentiators of Human D1 Dopamine Receptor: qHTS. D(1A) dopamine receptor (Homo sapiens), P21728. 360,000 tested, 0.036% active. HEK293 TREx D1 cells, calcium flux, dopamine EC20 potentiation. potentiation, % at 10 µM; in the data active means potentiation above about 30%; further: 0% is about no effect
# D2 potentiator: HTS Assay for Positive Allosteric Modulators of the Human D2 Dopamine Receptor: Primary Screen for Potentiators; D(2) dopamine receptor (Homo sapiens), P14416; HEK293 T-REx D2, calcium flux, EC20 dopamine potentiation; potentiation, % at 10 µM; 340,000 tested, 0.34% active; AID 485347, 2010;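 active means potentiation over 3 SD above the plate norm, cut at about 30% in these data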; further: 0% is about no effect
# Target sequence (P14416 whole entry, looked up): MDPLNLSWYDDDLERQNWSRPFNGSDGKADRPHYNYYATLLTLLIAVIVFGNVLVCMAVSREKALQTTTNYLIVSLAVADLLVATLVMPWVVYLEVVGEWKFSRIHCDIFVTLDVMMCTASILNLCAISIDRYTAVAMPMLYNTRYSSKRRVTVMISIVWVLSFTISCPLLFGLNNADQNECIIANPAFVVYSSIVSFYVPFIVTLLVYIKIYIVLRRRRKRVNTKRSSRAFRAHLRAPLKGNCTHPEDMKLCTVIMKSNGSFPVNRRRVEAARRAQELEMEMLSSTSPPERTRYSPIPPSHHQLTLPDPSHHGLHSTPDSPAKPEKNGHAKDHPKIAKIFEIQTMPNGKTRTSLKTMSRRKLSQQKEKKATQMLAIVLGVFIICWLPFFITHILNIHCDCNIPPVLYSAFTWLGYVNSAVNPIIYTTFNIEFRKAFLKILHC
#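 Tetracycline-induced HEK293 T-REx cells force-coupled to calcium signalling expressed D2; compounds were pin-added after a 10 s baseline, read kinetically 180 s, then an EC20 dopamine challenge followed with a further 180 s calcium read.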
# Apoferritin bind: qHTS Assay for Identification of Novel General Anesthetics; Potency, µM (highest dose often 77.5 µM), without a hit: at the top dose activity change, negative = displacement, actives largely listed as inhibitors; 350,000 tested, 0.074% active; apoferritin/1-aminoanthracene competitive binding, fluorescence; AID 485281, 2010; further: potency means the concentration at half of the fitted maximal effect; on the % scale 0 is the no-effect control and ±100 the full control effect; nearly all actives have a fitted effect of over 20% in size
# Target sequence (P02791 2-175 limits assumed): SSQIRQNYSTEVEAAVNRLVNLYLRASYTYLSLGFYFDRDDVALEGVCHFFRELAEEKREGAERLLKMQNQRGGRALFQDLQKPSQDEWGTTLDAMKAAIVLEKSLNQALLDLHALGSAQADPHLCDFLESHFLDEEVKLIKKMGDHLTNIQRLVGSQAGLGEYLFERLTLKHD
#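 10 uM apoferritin + 50% sat. 1-AMA, PBS; cpd 10 min RT; Ex380/Em535 endpoint; normalized to free probe vs complex; 4-param Hill fit; propofol titration as pos. ctrl.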
# TRHR agonist: qHTS for Small Molecule Agonists and Allosteric Enhancers of Human TRH Receptor: Primary Screen for Agonists; activation, % at 2 µM; 360,000 tested, 0.18% active; TRHR cells, calcium flux fluo-8, FDSS agonist mode; in the data active means activation above about 30%; further: 0% is about no effect
#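 In this calcium-flux screen, cells bearing human TRHR are dye-loaded with fluo-8, baselined for 10 cycles, then exposed to library compounds; positive kinetic calcium responses during the agonist phase mark hits, with TRH as control.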
# RXFP1 agonist: qHTS Assay for Agonists of the Relaxin Receptor RXFP1 | Relaxin receptor 1 (Homo sapiens), Q9HBX9 | 370,000 tested, 0.3% active | AID 2676, 2010 | Potency, µM (highest dose often 57.5 µM), inactives show at the top dose activation, most hits filed as activators | HEK293T-RXFP1 cAMP TR-FRET, 30 min; response scale: percent of porcine relaxin response, buffer zero; further: potency means the concentration at half of the fitted maximal effect; on the % scale 0 is the no-effect control and ±100 the full control effect; nearly all actives have a fitted effect of over 60% in size; many of its hits are not listed in these tables
#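 cAMP rise read by TR-FRET after 30 min, 37C compound exposure (up to 58 uM) in RXFP1-transfected HEK293 cells with Ro 20174 present. EC50 from Hill-equation fits, with 29 nM porcine relaxin as 100% and buffer as basal.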
# RXFP1 antagonist: qHTS Assay for Antagonists of the Relaxin Receptor RXFP1; HEK293-RXFP1, relaxin-stimulated cAMP HTRF, 30 min; stronger effect = lower value; activity change, negative = inhibition, % at 57.5 µM; 350,000 tested, 0.59% active;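 active means activity change of -60% or lower, but not beyond a set lower limit; inconclusive means change between -60% and -40%, or beyond the set limit; inactive means change above -40%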; further: on the % scale 0 is the no-effect control and ±100 the full control effect
# Numbers without * were called inactive; ? = inconclusive; / = not tested or not shown; & = joins results of further samples. Unless noted, the call rests on the fitted dose curve; in most records, active means well fitted curve in the direction sought with a large enough effect; inconclusive means small, poorly fitted or top-dose-only effect, or another doubt; inactive means no such curve, though single readings can be large; an effect the other way counts as inactive or inconclusive. Not all compounds are listed (hit frequency here may not be typical).
# Each structure is followed by: TRHR PAM, D1 antagonist, D1 agonist, D1 potentiator, D2 potentiator, Apoferritin bind, TRHR agonist, RXFP1 agonist, RXFP1 antagonist
> Cc1ccc(-n2nnnc2SCC(=O)NC2CC2)cc1C
  0, 25, 3, 3, -1, -10%, -0.1, 3.3%, 2
> Cn1c2ccc(F)cc2c2nc3ccccc3nc21
  0, -29, 3, -5, 0, -11%, 0.3, 6.3%, -7
> Cc1cc(=O)oc2cc(OC(=O)c3ccccc3)ccc12
  -5, -15, 3, -3, /, -3%, -0.4, 3.3%, /
> Cc1cc(C)cc(NC(=O)c2cccc(N3C(=O)C4C5C=CC(C5)C4C3=O)c2)c1 (stereo not given)
  3, -1, 2, -4, 7, ?, 0.1, 10%, 1
> Cc1cccc(N2CCN(S(=O)(=O)c3ccc(-c4cnc(C5CC5)o4)cc3)CC2)c1C
  -3, 5, 3, -1, 2, 12%, 0.2, 1.0%, /
> COc1ccc(CNC(=O)C(C)N(Cc2ccco2)C(=O)c2snc(C(N)=O)c2N)cc1 (stereo not given)
  20, -8, 4, -1, 20, -2%, -0.1, -0.3%, -7
> O=C1c2[nH]nc(-c3ccccc3O)c2C(c2ccccc2F)N1Cc1cccnc1 (stereo not given)
  0, 2, 0, 4, 2, 3%, -1.6, -0.7%, -11
> O=c1[nH]nc(-c2ccc(F)cc2)cc1Cc1cccs1
  -6, -5, -1, -7, -2, -5%, 0.2, -6.6%, -7
> Cc1ccc(C(=O)Nc2cccc(C(=O)N/N=C/c3ccc(O)cc3)c2)cc1
  -3, 13, 0, -10, /, 2%, -0.4, -0.1%, -5
> CCCOc1ccc(-c2nc(C#N)c(N3CCN(C)CC3)o2)cc1
  -3, 11, 2, 1, -13, -7%, 0.0, 4.5%, -10
> CC1Sc2ccc(S(=O)(=O)N3CCC(C(=O)NCc4ccco4)CC3)cc2NC1=O (stereo not given)
  -3, -13, 2, 0, -2, -10%, -0.4, 0.2%, 32
> N#Cc1ccc(OCC(=O)n2cc(C(=O)c3cc(Cl)cc(Cl)c3O)cn2)cc1
  4, 12, 1, 4, -14, 4%, 0.4, 11%, -6
> CS(=O)(=O)N(CC(=O)NC1CC1)c1cccc(F)c1
  -1, -3, 3, -4, /, -11%, -0.8, 0.7%, -5
> CC(C)NC(=O)NC(=O)COC(=O)c1cccc(OC(F)F)c1
  5, -12, 4, -2, 7, -16%, 0.0, 3.3%, 0
> CCn1c(COc2ccccc2C)nnc1SCc1nc2ccccc2c(=O)[nH]1
  0, -30*, 2, -3, 9, 1%, -0.1, -0.2%, /
> O=C(Cn1nc(Cc2cccnc2)c2ccccc2c1=O)N1CCN(c2ccccc2F)CC1
  -8, 5, -1, 0, 1, -9%, -1.9, 1.7%, 6
> O=C(CCn1c(=O)oc2ccccc21)Nc1cccc(Cl)c1
  -4, -20, 11, -10, 0, 0%, 0.4, -0.9%, 8
> CCOc1ccc(NC(=O)c2ccc(CN3CCc4ccccc4C3)cc2)cc1
  -4, 11, 2, -2, /, -6%, 0.9, 1.4%, 7
> CC(=O)Nc1ccc(S(=O)(=O)NCc2ccc(C(=O)N3CCOCC3)cc2)cc1
  0, -6, 1, 3, 3, -6%, 0.5, -0.2%, 3
> COc1cc2c(cc1OC)C(c1cccc(Cl)c1)CC(=O)N2 (stereo not given)
  -1&-7, -4&2, 3&-1, 1&1, 7&-7, -11%&-9%, 0.3&0.5, 0.0%&-0.7%, -9
> COc1ccccc1NC(=O)c1ccccc1-c1nc(-c2ccccc2OC)no1
  -1, 3, 7, -7, -1, -9%, -0.3, 0.0%, -7
> Cc1ccc(NC(=O)CN2CCc3cc4c(cc3C2)OCCCO4)cc1C
  -7, 15, 4, 2, /, 3%, 0.3, 0.6%, -26
> Cc1[nH][nH]c(=O)c1C(c1c(C)[nH][nH]c1=O)c1cn(Cc2ccccc2Cl)c2ccccc12
  -4, 11, -2, 4, 2, -15%, 0.1, 2.7%, -16
> Cc1noc(NS(=O)(=O)c2ccc(NC(=O)C(CC(C)C)N3C(=O)c4ccccc4C3=O)cc2)c1C (stereo not given)
  -6, 19, 1, -10, -6, -2%, 0.3, 7.5%, -29
> COc1cc(CN2CCCC(N3CCN(c4ccccc4C)CC3)C2)ccc1O (stereo not given)
  -1, 0, 8, -10, -8, -15%, 0.1, 4.9%, -6
> O=C1NCCN(Cc2ccc(F)cc2)C1=O
  2, -41*, -2, -1, 3, 14%, 0.8, 0.6%, /
> O=C(OCn1nnc2ccccc2c1=O)c1ccc(S(=O)(=O)N2CCOCC2)cc1
  -6, -11, 1, -3, -2, -24%, -0.1, 1.3%, -8
> O=C(CSc1nc(-c2ccccc2)cs1)N1CCN(C(=O)c2ccco2)CC1
  4, -18, 0, -4, 2, -6%, -0.8, 0.7%, -10
> CN(C)c1ccc(C(=O)N2CCNC(=O)C2CC(=O)Nc2ccc(F)cc2)cc1 (stereo not given)
  -1, -13, 0, 0, 15, -2%, 0.4, -1.8%, -5
> Cc1cccc(C(=O)NC(=O)Nc2ccc(-c3cc(C(F)(F)F)nn3-c3ccccc3)cc2)c1
  -7, -4, 3, 0, 4, -2%, 1.2, 2.7%, -4
> CCOc1ccc2ccccc2c1/C=N/NC(=O)c1ccc(C)nc1
  -1, 2, 0, 0, -11, 2%, -2.4, 1.6%, 10
> COc1ccc(N2C(=O)CSC23C(=O)N2CCCc4cccc3c42)cc1 (stereo not given)
  -6, -17, 1, 0, -15, -9%, -0.2, -1.0%, -1
> O=C(CCC1CCCCC1)NCc1ccncc1
  -3, 1, 0, -3, 10, -12%, -0.2, 0.5%, -9
> CCCCn1c(N)c(N(CC)C(=O)c2ccc(N3CCCC3=O)cc2)c(=O)[nH]c1=O
  2, 0, 1, -3, 4, /, -0.1, 0.5%, 9
> O=C(c1ccc(CN2CCOCC2)cc1)N1CCN(c2ccccc2)CC1
  3, 10, 0, 3, 4, 4%, 0.3, -4.7%, -5
> COc1cc(C2CC(=O)Nc3cc(C)c(C)cc32)cc(OC)c1OC (stereo not given)
  0, 11, 6, 0, -4, -3%, 0.1, 2.0%, 8
> CCN1CCCc2cc(CN(CCN3CCOCC3)C(=S)Nc3cc(F)cc(F)c3)ccc21
  -2, 4, 1, -2, 1, -11%, 0.2, 7.7%, 5
> COc1ccc(C)cc1NC(=O)CCc1c(C)nn(-c2ccc(N3CCCCC3)nn2)c1C
  0&2, 2&3, 5&-1, -8&-2, 7&-8, -4%&-5%, 0.3&-0.4, 0.7%&-2.0%, 4&8
> CCOC(=O)/C=C1\SCC(=O)N1CC(=O)c1ccc[nH]1
  -12, 5, 2, -1, -14, -14%, 0.5, 1.2%, -4
> Nc1nn(-c2ccccc2)c(N)c1N=Nc1ccccc1F
  0, -1, 0, 1, -10, -22%, -0.5, 2.9%, -8
> CCC(=O)N1c2ccccc2CC1C(=O)NCc1cccc(C)c1 (stereo not given)
  0, 3, -2, 0, -2, 11%, -0.2, -1.9%, 3
> O=C(c1ccccc1NS(=O)(=O)c1ccc(F)cc1)N1CCCC1
  -1, 10, 0, 9, 1, -4%, -0.8, 0.3%, -9
> Cc1ccsc1/C=N/N1CCN(C2c3ccccc3-c3ccccc32)CC1
  -2, -9, 1, 1, 2, -7%, 0.5, -0.5%, -10
> Cc1cc(C)c(Nc2ncnc(N)n2)c(C)c1
  1, 3, 2, 6, -4, 0%, -0.3, -1.6%, 1
> CC(=O)Nc1cccc(C(=O)N2CCN(Cc3ccccc3)CC2)c1
  -1, 17, 3, -6, 7, -1%, 0.1, 0.3%, 14
> O=C(N/N=C/c1cc(Br)cs1)c1ccc2c(c1)OCCO2
  2, -3, 0, 1, -17, 0%, -1.3, -0.3%, -21
> CCCN(C(=O)Cc1c(C(=O)O)[nH]c2ccc(Cl)cc12)c1ccc(OCC)cc1
  0, -5, 0, 2, -1, -13%, -0.9, -4.1%, /
> O=C(c1ccccc1)c1ccc(OCCCCN2CCCCC2)cc1
  -1, 3, 11, -3, 8, -17%, 0.4, 0.2%, -10
> O=C(CNCC1CCCCC1)Nc1cccc(S(=O)(=O)N2CCOCC2)c1
  2, 1, 4, -3, -1, -7%, 0.1, 0.8%, -8
> O=C(CSc1nc(C2CCCCC2)nc2ccccc12)NCc1ccc2c(c1)OCO2
  -2, -46*, 5, -3, 2, -1%, 0.6, 3.1%, -9
> Cc1ccc(S(=O)(=O)NCC(=O)NC2CCCC2)cc1
  -1, 8, -1, -4, -14, -5%, -0.4, 0.5%, -26
> O=C(CCSc1nc(-c2ccco2)cc(C(F)(F)F)n1)Nc1cccc(O)c1
  12, 3, 1, -2, 7, ?, -0.8, -0.1%, -4
> O=C(COC(=O)CCc1ccc(S(=O)(=O)N2CCOCC2)cc1)NC(=O)NC1CCCCC1
  6, 4, 1, 2, /, -15%, 0.6, -0.4%, -13
> O=C(CN(C1CCCCC1)S(=O)(=O)c1ccccc1)NCc1ccco1
  4, 7, -3, -2, 47*, -11%, -0.6, 0.5%, 1
> O=C(NC1CC2CCC1C2)C1CCN(S(=O)(=O)c2ccc(-c3nn[nH]n3)cc2)CC1 (stereo not given)
  14, -8, 4, -1, -1, -8%, 0.9, -0.8%, -8
> COc1ccccc1CNC(=O)C1CCC(CNC(=O)[C@@H]2Cc3ccccc3CN2)CC1 (stereo not given in full)
  4, 31, 3, 0, 4, -2%, -0.4, -0.7%, 9
> Cc1cnc([N+](=O)[O-])n1CCOC(=O)NC(=O)c1ccc(F)cc1
  7, 14, 4, -2, 1, -2%, 0.6, 0.4%, -7
> COc1cc2nc(NCc3ccccc3)n3nc(-c4ccccc4)nc3c2cc1OC
  -4, -4, 1, -4, -3, 1%, 0.4, 0.0%, /
> OC(Cc1nc2ccccc2[nH]1)c1ccccc1Cl (stereo not given)
  8, -8, 1, -4, 5, -20%, -1.4, 1.8%, -14

# Some entries already given with just RXFP1 agonist, D2 potentiator and RXFP1 antagonist.
SMILES | RXFP1 agonist | D2 potentiator | RXFP1 antagonist
COc1ccc(N2C(=O)CSC23C(=O)N2CCCc4cccc3c42)cc1 (stereo not given) | -1.0% | -15 | -1
O=C(CCC1CCCCC1)NCc1ccncc1 | 0.5% | 10 | -9
